# KOR beta-arrestin-1 = KOR antagonists, beta-arrestin recruitment, cell-based, luminescence, uHTS (AID 1778). Kappa-type opioid receptor (Homo sapiens). KOR beta-arrestin recruitment, luminescence, antagonist mode; higher % means a stronger effect. inhibition, % at 10 µM, or IC50 in µM where a hit was titrated. 0.091% of 290,000 active; note: strong numbers were not always called active
# GPR55 beta-arrestin = GPR55 agonists via beta-arrestin recruitment, primary screen, imaging, U2OS cells, beta-arrestin-GFP redistribution (AID 1961). activation, % at 10 µM; hits with a dose series show EC50 in µM. G-protein coupled receptor 55 (Homo sapiens). 0.048% of 290,000 active. U2OS GPR55 beta-arrestin-GFP redistribution imaging; higher % means a stronger effect;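 active = activation above 40% with more than 50 cells counted in the well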;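 note: U2OS osteosarcoma cells stably expressing GPR55 and beta-arrestin-GFP; plate controls were DMSO negative control for no effect and LPI positive control for full effect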
# KOR beta-arrestin-2 = KOR agonists, beta-arrestin recruitment, primary screen, cell-based, luminescence, uHTS (AID 1777) | Kappa-type opioid receptor (Homo sapiens) | KOR beta-arrestin recruitment, luminescence; higher % means a stronger effect | one-dose activation, % at 10 µM; EC50 in µM for titrated hits | 0.02% of 280,000 active; in the data active = activation above about 50%, passing the limit was not always enough; note: a part of the inactive calls stands beside numbers as strong as those of hits
# T cell modulator = modulators of CD8 T cell-vesicle binding, primary screen, mouse 2C CD8+ T cells, flow cytometry; 2C CD8+ T cell-vesicle binding; stronger effect = lower value; calls only at 7 µM; 0.068% of 330,000 active; AID 2052, 2009;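 active = response, share of CD8 T cells binding vesicles, and their 90th percentile fluorescence all below set limits, cut at about 80% in these data, passing the limit was not always enough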
#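 Material: murine 2C transgenic CD8+ T lymphocytes / Also added: QL9-peptide-loaded Drosophila micro-vesicles bearing Ld, ICAM-1 and B7-1 / Schedule: binding step 1.5 h, 37 °C, antibody labelling 20 min, ice / Signal: flow cytometry, PE anti-B7-1 (FL2) versus Alexa647 anti-CD8 (FL8), PFA-fixed / Evaluation: percent CD8+ FL2 mean versus row control / Benchmarks: naked versus QL9-loaded vesicles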
# Myeloid diff 2 = induction of myeloid progenitor differentiation, primary screen, cell-based, flow cytometry, MLPCN library; 1% of 360,000 active; ER-HoxA9 myeloid progenitors, lysozyme-GFP differentiation; calls only at 10 µM;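 active = normalized GFP-positive differentiation at or above the plate's own cutoff, the solvent-only control mean plus 3 SD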;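 note: cells exposed to compound for four days before flow analysis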
# GPR55 LPI antagonism = GPR55 antagonists blocking LPI-driven arrestin recruitment, primary screen, imaging, U2OS, beta-arrestin-GFP, LPI agonist (AID 2013); G-protein coupled receptor 55 (Homo sapiens); U2OS GPR55 beta-arrestin-GFP translocation imaging, LPI antagonism; higher % means a stronger effect; one-dose inhibition, % at 10 µM; IC50 in µM for titrated hits; 0.13% of 290,000 active;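 active = spots per cell inhibited over 60%, with over 100 cells counted and total cytoplasm intensity under 500,000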;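 note: U2OS cells stably carrying GPR55 and arrestin-GFP stimulated by 5 µM LPI near EC80; imaged beta-arrestin-GFP aggregate spots per cell after agonist stimulation; plate controls were LPI-stimulated DMSO wells for no effect and DMSO wells without LPI for full effect; some results filed as inactive read as strong as hits; confirmed hits need IC50 under 10 µM and bright autofluorescent wells are also inconclusive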
# NTR1 agonist = agonists of NTR1, primary screen, imaging, U2OS cells, beta-arrestin-GFP, high content (AID 493036) | Neurotensin receptor type 1 (Homo sapiens), P30989 | NTR1-U2OS beta-arrestin-GFP spot imaging, agonist mode | activation, % at 20 µM | 0.17% of 330,000 active;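 active = activation at or above 40% of the spot to cytoplasm intensity ratio, with at least 20 cells analyzed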;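 note: 0% = DMSO without peptide and 100% = 100 nM NTR1 peptide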
# Target sequence (P30989 whole entry, looked up): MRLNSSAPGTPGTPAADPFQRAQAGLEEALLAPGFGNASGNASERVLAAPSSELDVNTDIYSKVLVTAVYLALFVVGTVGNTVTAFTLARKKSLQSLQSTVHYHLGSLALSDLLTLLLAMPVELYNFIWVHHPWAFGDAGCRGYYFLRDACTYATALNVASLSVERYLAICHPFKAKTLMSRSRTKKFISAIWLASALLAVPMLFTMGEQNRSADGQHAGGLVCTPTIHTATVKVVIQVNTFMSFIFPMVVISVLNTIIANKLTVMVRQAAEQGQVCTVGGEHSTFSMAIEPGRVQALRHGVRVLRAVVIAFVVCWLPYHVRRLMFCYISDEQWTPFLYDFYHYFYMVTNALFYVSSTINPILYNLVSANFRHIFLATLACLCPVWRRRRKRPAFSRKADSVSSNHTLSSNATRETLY
# NOD2 inhibition = NOD2 signaling inhibitors, cell-based, luminescence, uHTS, HEK293 (AID 1566) | HEK293 NOD2/NF-kB luciferase reporter, luminescence; higher % means a stronger effect | one-dose inhibition, % at 4 µM; EC50 in µM for titrated hits | 0.63% of 290,000 active; note: many of its hits are not listed in these tables
# NOD1 NF-kB reporter = NOD1 signaling inhibitors, primary screen, cell-based, luminescence, uHTS (AID 1578); inhibition, % at 4 µM, or EC50 in µM where a hit was titrated; 1% of 290,000 active; NOD1-driven NF-kB luciferase reporter cells, luminescence; higher % means a stronger effect; in the data active = inhibition mostly above about 36%, no sharp cut-off; inactive = mostly below about 34%;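 note: HEK-293T reporter cells stimulated with the NOD1 agonist gamma-tri-DAP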
# T cell modulator vesicle-bound % = further read-out of T cell modulator, marked with its call; double positive events, %; measured here: CD8+ vesicle-bound cell fraction;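 binding gate set so that unloaded-vesicle control wells show 10% double positive cells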
# NTR1 agonist cell count 20 µM = recorded beside NTR1 agonist, whose call it bears; cell count; measured here: cell count, cytotoxicity flag
# Myeloid diff 2 GFP+ MAC1+ % = second read-out of Myeloid diff 2, no call of its own (marks repeat the call); GFP+ MAC1+ double positive, %; measured here: differentiation confirmed by MAC1 staining
# * hit, by the source's call; i = inactive; / = no result given; [ ] = remark or other dose. Cut-off read from the data, not from the text of the source, unless noted: active = inhibition above about 50%; inactive = the rest. This is a subset; count on the stated rates, not on these rows.
SMILES,KOR beta-arrestin-1,GPR55 beta-arrestin,KOR beta-arrestin-2,T cell modulator,T cell modulator vesicle-bound %,Myeloid diff 2,Myeloid diff 2 GFP+ MAC1+ %,GPR55 LPI antagonism,NTR1 agonist,NTR1 agonist cell count 20 µM,NOD2 inhibition,NOD1 NF-kB reporter
Cc1ccc2[nH]c3nc(SCC#N)nnc3c2c1,1.3%,-0.2%,-1.9%,i,61.9,i,0.8,3.5%,0.6,77,17.8%,27.0%
CCOC(CNC(=O)c1ccc(N2CCc3ccccc32)c([N+](=O)[O-])c1)OCC,13.9%,0.2%,10.1%,i,58.2,i,0.4,2.0%,5.2,61,-1.5%,14.9%
COc1ccc(O)c(N)c1,-3.1%,-0.2%,7.3%,/,/,/,/,2.3%,0.6,106,8.2%,-14.9%
CC(C)c1ccc(CNc2c([N+](=O)[O-])c(=O)oc3ccccc23)cc1,8.4%,-0.4%,3.2%,i,44.3,i,0.5,9.4%,0.8,92,-21.3%,6.7%
CC(Sc1nnc2ccccn12)C(=O)N1CCc2ccccc2C1 (stereo unspecified),-8.4%,-0.1%,3.1%,i,55.3,i,0.9,-2.9%,0.0,52,-11.4%,-38.3%
COc1ccc(OC)c(CN2CCC(CO)(CCOc3ccccc3)CC2)c1,-13.4%,-0.1%,-6.6%,i,11.5,i,0.5,18.6%,-2.1,51,6.1%,-21.5%
O=C(Nc1ccccc1N1CCN(C(=O)c2ccc(Cl)cc2)CC1)c1cccc(F)c1,20.9%,0.0%,0.5%,i,66.4,i,0.8,24.6%,3.4,54,16.9%,-12.8%
O=C(NC1CCN(C(=O)Nc2ccc(F)cc2)CC1)c1ccc(F)cc1,-56.9%,0.0%,1.5%,i,50.3,/,/,2.5%,-0.2,42,-19.4%,27.8%
CCOC(=O)C1=C(C)NC(=O)NC1c1cc(Br)c(O)c(OC)c1 (stereo unspecified),-4.0%,0.3%,-2.2%,i,22.1,i,0.8,6.6%,2.1,32,1.4%,-25.2%
COc1ccc(C(C#N)Nc2ccccc2C)cc1 (stereo unspecified),-23.5%,-0.1%,3.2%,i,32.3,i,2.3,0.1%,1.3,68,2.4%,12.8%
CCn1cc(C(=O)OCC(=O)Nc2ccc(C(C)C)cc2)c(=O)c2ccc(C)nc21,-45.3%,0.2%,3.3%,i,17.9,i,0.5,7.0%,4.5,57,-1.6%,-6.3%
NC(N)=Nc1nc(-c2ccccc2)c2cc(Cl)ccc2n1,-37.8%[20 µM],0.4%,6.5%,i,30.9,i,1.1,30.5%,29.4,50,-7.8%,37.8%
CCCN(C(=O)c1cn(C)c(=O)c2ccccc12)c1ccccc1C,-7.6%,-0.1%,2.7%,i,18.8,i,0.7,14.1%,-0.7,53,5.8%,1.3%
NC(=NCCc1ccccc1)c1cccc([N+](=O)[O-])c1,-36.2%[20 µM],-0.1%,6.9%,i,27.4,i,0.4,-3.7%,2.1,61,4.1%,-3.5%
N#CCSCC(=O)Nc1ccc(Cl)cc1,-17.7%,-0.1%,-0.1%,i,50.4,i,6.2,0.7%,0.1,63,2.3%,-4.3%
Cc1cc(C(=O)COC(=O)CN(C)S(=O)(=O)c2ccc(Cl)cc2)c(C)n1CC1CCCO1 (stereo unspecified),7.9%,0.1%,9.8%,i,49.0,i,1.0,9.2%,-1.6,99,8.5%,-12.3%
Cc1ccc(OCC(=O)NC2CCS(=O)(=O)C2)c(C)c1 (stereo unspecified),-5.7%,0.3%,13.1%,i,43.9,/,/,-6.5%,1.0,53,2.0%,-17.5%
CCOC(=O)C1CCN(C(=O)c2cccc(NC3=NC4CS(=O)(=O)CC4S3)c2)CC1 (stereo unspecified),-2.3%[20 µM],-0.1%,-4.3%,i,27.3,i,3.3,-4.1%,5.5,53,8.7%,6.4%
CCN(CC)S(=O)(=O)c1ccc(NC=C(C#N)C#N)cc1,6.8%,-0.1%,-0.4%,i,23.9,i,0.6,7.7%,1.4,53,12.5%,3.2%
Cc1ccc(S(=O)(=O)NNC(=O)c2sc3nc(C)cc(C)c3c2-n2cccc2)cc1,4.2%,-0.2%,-5.2%,i,9.4,i,1.8,-0.5%,1.4,84,26.6%,-3.5%
CCC1=NNc2cccc3c(OC)ccc1c23,34.0%,-0.2%,-2.2%,i,50.3,/,/,-10.4%,-1.1,38,2.7%,61.6%
CN(C)C(=O)C1C2NC(=S)N(c3cccc(Cl)c3)C1(C)Oc1ccc(Cl)cc12 (stereo unspecified),-3.1%,0.1%,-1.2%,i,17.2,i,0.0,5.9%,0.3,50,6.2%,-4.8%
N/C(=N\OC(=O)c1cc([N+](=O)[O-])ccc1Cl)c1cccnc1,33.1%,0.6%,0.6%,i,19.2,/,/,18.9%,2.0,42,7.7%,-7.4%
Cc1ccc(S(=O)(=O)N2CCN(Cc3ccccn3)CC2)cc1,2.2%[20 µM],-0.1%,/,i,55.1,i,0.3,10.9%,2.2,41,19.4%,-7.3%
C/C(CC(=O)Nc1cccc(C(F)(F)F)c1)=N\NC(=O)c1cnccn1,3.8%,-0.3%,-6.3%,i,13.4,i,0.2,3.0%,-0.9,52,9.5%,-12.6%
Cc1cc2oc(C(=O)N3CCN(CCc4ccccn4)CC3)c(C)c2cc1C,-33.7%,0.2%,-5.1%,i,40.0,i,0.4,15.1%,0.6,70,-6.0%,-7.2%
CCNC(=O)n1nccc1C(C)Oc1ccccc1 (stereo unspecified),-18.4%,0.2%,-1.3%,i,55.2,i,0.6,25.9%,1.1,84,-2.2%,-3.0%
O=C(CCN1CCN(c2ccccc2)CC1)Nc1ccccc1F,-0.2%,-0.2%,-0.6%,i,36.5,i,1.7,15.6%,-2.3,73,-7.2%,-21.3%
O=C(NCCN1C(=O)S/C(=C\c2cccs2)C1=O)[C@H](Cc1ccccc1)N1C(=O)c2ccccc2C1=O,-100.1%,-0.1%,10.2%,i,23.9,/,/,-4.2%,1.8,39,-17.1%,-10.4%
CCOC(=O)c1cnc2ccc(C)cn2c1=O,-2.7%,0.8%,1.3%,i,35.0,i,0.9,-1.5%,-0.4,43,-9.8%,-12.1%
COc1ccc(C)cc1NC(=O)CNc1ccc(C(C)=O)cc1,8.0%,-0.3%,2.1%,i,40.2,i,1.0,12.7%,1.4,51,0.7%,-17.8%
CCOc1ccc(NC(=O)Cc2ccccc2)cc1,0.3%,-0.1%,-2.0%,i,22.4,i,0.7,9.2%,0.9,44,-45.1%,-9.6%
O=C(COC(=O)c1cccnc1Cl)c1ccc(Cl)cc1Cl,29.9%,0.0%,3.4%,i,25.9,i,0.9,/,2.5,54,9.1%,43.5%
O=C(CSc1nncc(=O)[nH]1)NCc1ccccc1,2.4%[20 µM],-0.2%,-1.5%,i,29.7,i,0.5,10.1%,-0.2,16,16.6%,-0.4%
CN(C/C=C/c1ccccc1)C1CCCCC1,-14.1%,0.3%,-1.6%,i,22.3,i,0.1,3.6%,-1.5,101,-4.8%,-29.9%
O=C(N/N=C/c1ccc([N+](=O)[O-])s1)C(O)c1ccccc1 (stereo unspecified),20.1%,-0.3%,10.0%,i,50.1,i,0.9,4.5%,1.1,81,32.2%,56.1%
COc1cccc(N2CCN(C(=O)CCC(=O)N3CCOc4ccc(C)cc43)CC2)c1,-7.2%[20 µM],-0.1%,-1.4%,i,13.7,i,3.7,-3.4%,-1.4,81,-1.7%,-27.1%
Cc1cc(C(F)(F)F)nn1Cc1n[nH]c(=S)n1-c1ccc(Cl)cc1,-27.0%,0.2%,-2.8%,i,22.3,i,5.7,3.9%,-0.5,60,5.8%,-5.8%
Cc1ccc(C)c(NC(=O)c2cc(S(=O)(=O)N3CCOCC3)cn2C)c1,-21.1%[20 µM],-0.1%,-1.4%,i,28.9,i,2.9,-3.5%,0.5,57,5.9%,-6.7%
COc1cccc(N2CCN(c3ccc(S(=O)(=O)N4CCCC4)cc3)CC2)c1,-44.8%,-0.3%,5.2%,/,/,i,6.5,11.7%,/,/,-9.2%,20.1%
Cc1cc(C)nc(SCC(=O)c2ccc(O)cc2O)n1,32.7%,0.3%,-11.2%,i,42.0,i,1.4,-6.5%,-1.6,48,14.4%,-5.7%
N#Cc1cccc(C(c2nnnn2C2CCCC2)N2CCCCCC2)c1 (stereo unspecified),7.7%,-0.1%,-3.6%,i,48.8,i,0.3,-2.2%,1.9,62,19.8%,-32.0%
CCOC(=O)c1c(C)[nH]c(C(=O)NCc2ccco2)c1C,27.8%,-0.2%,-3.6%,i,50.6,/,/,-6.2%,-0.9,93,-6.6%,-37.7%
CCCNC(=O)c1ccc2c(=O)c(O)c(-c3ccc(C)cc3)[nH]c2c1,19.5%,-0.2%,-1.3%,i,36.0,i,2.5,0.5%,-1.1,109,6.2%,-2.5%
O=C(Nc1ccccn1)c1ccc(=O)[nH]n1,-11.7%,-0.1%,1.3%,i,30.4,i,1.1,8.8%,-0.1,56,3.9%,-19.3%
CCOC(=O)c1sc(NC(=O)CN2C(=O)NC3(CCCCCCC3)C2=O)c(C(=O)OCC)c1C,3.1%,0.0%,2.3%,i,38.1,i,0.2,7.0%,9.2,53,0.3%,7.8%
Cc1ccccc1Nc1c(F)c(F)c(F)c(F)c1C(=O)O,-31.5%,0.1%,9.1%,i,45.6,i,0.3,11.5%,-0.1,48,11.4%,-1.3%
Cc1ccc(Cl)cc1N(CC(=O)NC1CCCC1)C(=O)c1csnn1,-9.1%,-0.1%,2.0%,i,24.0,i,5.4,-5.5%,-0.6,48,5.1%,6.5%

# An excerpt from above with just NTR1 agonist and NOD1 NF-kB reporter.
Structure,NTR1 agonist,NOD1 NF-kB reporter
N#CCSCC(=O)Nc1ccc(Cl)cc1,0.1,-4.3%
Cc1cc(C(=O)COC(=O)CN(C)S(=O)(=O)c2ccc(Cl)cc2)c(C)n1CC1CCCO1 (stereo unspecified),-1.6,-12.3%

# Assay outcomes: PubChem, several laboratories
